Assay outcomes as filed in PubChem.
SMN2 splice up = increases expression of the SMN2 splice variant; HEK293 SMN2-luciferase splicing reporter, luminescence, 30-36 h; Potency, µM (titrated, usually from 46.1 µM), for inactives: top-dose activity change, positive = activation, hits mostly activators; hit rate 2.8% among 210,000; AID 1458; also: % of control where 0% means no effect; nearly all actives have a fitted effect of over 55% in size
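HEK293 cells carry an SMN2 minigene-luciferase reporter in which exon 7 inclusion puts luciferase in frame. Cells were seeded at 2000 cells/well, attached for 10-12 hours, then exposed to compounds for 30-36 hours at 37C before ONE-Glo luminescence.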
TRb-SRC2 inh = TRbeta-SRC2 interaction inhibition; P10828; TRbeta-SRC2 peptide binding, fluorescence polarization; receptor liganded with 1 µM T3; Potency, µM (series often up to 106 µM), without a hit: at the top dose activity change, negative = inhibition, usual class: inhibitors; hit rate 0.065% among 280,000; AID 1469;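 also: plate controls were bound peptide for no effect and peptide without receptor for full effect; nearly all actives have a fitted effect of over 50% in size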
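Fluorescence polarization of 20 nM Texas Red SRC2 peptide with 0.6 uM human TRb ligand-binding domain, in Tris buffer with 1uM T3 and 5% DMSO. Incubated 5 hr ambient; normalized to unbound and bound controls.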
RECQ1 inh = blocks DNA unwinding by human RECQ1; P46063; RECQ1 DNA unwinding, red fluorescence kinetic read; Potency, µM (titrated, usually from 57.3 µM), inactives show top-dose activity, negative = inhibition, most hits filed as inhibitors; hit rate 0.54% among 240,000; AID 2549;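 also: plate controls were vehicle for no effect and no enzyme for full effect; nearly all actives have a fitted effect of over 30% in size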
Target sequence (P46063 whole entry, looked up): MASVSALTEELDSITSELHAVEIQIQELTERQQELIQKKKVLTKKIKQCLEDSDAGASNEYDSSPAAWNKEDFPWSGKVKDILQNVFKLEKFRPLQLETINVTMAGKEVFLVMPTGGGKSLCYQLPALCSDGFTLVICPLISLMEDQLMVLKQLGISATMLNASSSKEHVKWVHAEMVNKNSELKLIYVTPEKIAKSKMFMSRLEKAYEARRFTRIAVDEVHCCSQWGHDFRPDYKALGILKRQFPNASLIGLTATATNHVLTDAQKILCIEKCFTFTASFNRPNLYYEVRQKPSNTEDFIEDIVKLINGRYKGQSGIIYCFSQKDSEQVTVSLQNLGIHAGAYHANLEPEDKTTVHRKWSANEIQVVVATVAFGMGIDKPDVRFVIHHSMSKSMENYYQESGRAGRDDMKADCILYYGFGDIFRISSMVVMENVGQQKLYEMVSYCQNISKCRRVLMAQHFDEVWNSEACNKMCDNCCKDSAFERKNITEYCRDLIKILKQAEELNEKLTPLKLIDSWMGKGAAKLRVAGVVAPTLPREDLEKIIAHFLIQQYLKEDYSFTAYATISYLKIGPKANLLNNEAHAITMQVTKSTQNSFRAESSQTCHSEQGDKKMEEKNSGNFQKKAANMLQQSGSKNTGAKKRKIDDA
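50 nM RECQ1T1 preincubated 15 min with compound in Tris pH 8.0 buffer with MgCl2, DTT, Tween-20 and 2.5 ug/ml poly(dI-dC); started with 200 nM TAMRA/BHQ-2 forked duplex and 2 mM ATP. Unwinding read as fluorescence (525/598 nm), two reads 2 h apart.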
RGS12 GoLoco inh = inhibitors of human Gai1-RGS12 GoLoco interaction (red fluorophore). P63096. Gai1:RGS12 GoLoco peptide FP, rhodamine, 10 min. Potency, µM (titrated, usually from 61.6 µM), for inactives: at the highest dose activity, negative = inhibition, actives largely listed as inhibitors. hit rate 0.44% among 230,000; active = well fitted inhibition curve with a large enough effect, not every such curve was filed as active; inactive = no such curve, though single readings can be large or run the other way; also: % is scaled to controls: 0 for no effect and ±100 for the full control effect; nearly all actives have a fitted effect of over 30% in size; many of its hits are not listed in these tables
Target sequence (P63096 whole entry, looked up): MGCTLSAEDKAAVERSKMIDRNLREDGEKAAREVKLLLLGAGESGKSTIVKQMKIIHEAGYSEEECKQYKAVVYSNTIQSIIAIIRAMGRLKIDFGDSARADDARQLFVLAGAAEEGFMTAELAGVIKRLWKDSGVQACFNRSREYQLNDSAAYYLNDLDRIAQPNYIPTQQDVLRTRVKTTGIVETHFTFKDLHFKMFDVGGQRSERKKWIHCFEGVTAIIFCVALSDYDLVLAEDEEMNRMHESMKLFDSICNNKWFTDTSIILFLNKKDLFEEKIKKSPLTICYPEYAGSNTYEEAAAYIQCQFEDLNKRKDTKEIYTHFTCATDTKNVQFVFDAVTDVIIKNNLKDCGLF
TR SRC2 fluor cs = counter-screen for TRb-SRC2 inhibitors: fluorescence interference; TRb/SRC2 Texas Red total fluorescence interference; Potency, µM (doses to about 106 µM), for the others: at the highest dose fluorescence change, negative = quenching; hit rate 0.29% among 280,000; AID 1479; active = well fitted curve in either direction with a large enough effect; inconclusive = small, poorly fitted or top-dose-only effect; also: % is scaled to controls: 0 for no effect and ±100 for the full control effect
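Flags fluorescent or light-absorbing compounds by total fluorescence, S + 2P, at 555 nm excitation and 632 nm emission. Mixture: 20 nM Texas Red SRC2 peptide, 0.6 uM human TRb LBD, 1 uM T3, 5% DMSO; compound exposure 5 h at ambient temperature.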
ALDH1A1 inh = ALDH1A1 (human) enzyme inhibition; Purified ALDH1A1, NADH fluorescence, propionaldehyde substrate; AID 1030; hit rate 7.3% among 220,000; Potency, µM (titrated, usually from 75.3 µM), for the others: at the highest dose activity, negative = inhibition, actives largely listed as inhibitors; active = well fitted inhibition curve with a large enough effect, not every such curve was filed as active; inconclusive = small, poorly fitted or top-dose-only effect, or another doubt; inactive = no such curve, though single readings can be large or run the other way;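 also: plate controls were no enzyme wells and a reference inhibitor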
Lamin A splicing = changes lamin A minigene splicing in HeLa cells. Potency, µM (top dose mostly 46.1 µM), for inactives: at the highest dose ratio change, negative = inhibition, usual class: inhibitors. HeLa LMNA splicing GFP/RFP minigene ratio, 48 h. hit rate 0.01% among 200,000; active = well fitted inhibition curve with a large enough effect in the signal ratio, with a control signal flat, not every such curve was filed as active; inconclusive = small, poorly fitted or top-dose-only effect, or effect the other way, or a change in a side signal; the % refers to the signal ratio; also: % is scaled to controls: 0 for no effect and ±100 for the full control effect
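S3 HeLa stable clones carrying a lamin A-EGFP splicing minigene plus DsRed2 were seeded at 600 cells/well in Opti-MEM with 2% FBS, pin-dosed and incubated 48 h at 37°C. Acumen cytometry (488 nm) gave the GFP/RFP total-intensity ratio.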
KDM4E inh = JMJD2E (human) inhibition. B2RXH2. JMJD2E catalytic domain, FDH-coupled NADH fluorescence (FDH is formaldehyde dehydrogenase). Potency, µM (titrated, usually from 57.1 µM), inactives show at the top dose activity change, negative = inhibition, usual class: inhibitors. hit rate 1.6% among 230,000; active = well fitted inhibition curve with a large enough effect, not every such curve was filed as active; inconclusive = small, poorly fitted or top-dose-only effect, or another doubt; inactive = no such curve, though single readings can be large or run the other way;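 also: 0% = wells with enzyme and -100% = buffer wells without enzyme; nearly all actives have a fitted effect of over 50% in size; many of its hits are not listed in these tables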
An asterisk follows results filed as active; i = inactive; ? = inconclusive; nt = not tested or not shown; & = joins results of further samples; [ ] = another dose, or the depositor's remark. Unless noted, calls follow the shape of the dose curve; as a rule, active = well fitted curve in the direction sought with a large enough effect; inconclusive = small, poorly fitted or top-dose-only effect, or another doubt; inactive = no such curve, though single readings can be large; an effect the other way counts as inactive or inconclusive. Potency is read from the fitted curve at half-maximal effect. Some of the compounds tested (hit frequency here may not be typical).

The first 2 compounds, ahead of the listing:
SMILES	SMN2 splice up	TRb-SRC2 inh	RECQ1 inh	RGS12 GoLoco inh	TR SRC2 fluor cs	ALDH1A1 inh	Lamin A splicing	KDM4E inh
COc1cc(C(=O)NC(CCSC)C(=O)OCc2cc([N+](=O)[O-])cc3c2OCOC3)cc(OC)c1OC (stereo not given)	17%	2%	-7%	8%	0%	?	-3%[46 µM]	5%
CC1CN(S(=O)(=O)c2cccc(C(=O)NN3CCN(C)CC3)c2)CC(C)O1 (stereo not given)	7%	1%	-3%	-3%	4%	2%	-3%	-2%

The whole of this part, from the start:
SMILES	SMN2 splice up	TRb-SRC2 inh	RECQ1 inh	RGS12 GoLoco inh	TR SRC2 fluor cs	ALDH1A1 inh	Lamin A splicing	KDM4E inh
COc1cc(C(=O)NC(CCSC)C(=O)OCc2cc([N+](=O)[O-])cc3c2OCOC3)cc(OC)c1OC (stereo not given)	17%	2%	-7%	8%	0%	?	-3%[46 µM]	5%
CC1CN(S(=O)(=O)c2cccc(C(=O)NN3CCN(C)CC3)c2)CC(C)O1 (stereo not given)	7%	1%	-3%	-3%	4%	2%	-3%	-2%
C=C(C)CNC(=S)/N=c1\scc(C)n1CC	-14%	0%	-7%	-3%	-3%	-7%	-29%	3%
COc1ccc(N2CCN(C(c3cc4ccc(C)cc4[nH]c3=O)c3nnnn3C3CCCC3)CC2)cc1 (stereo not given)	-28%	-3%	-7%	0%	-1%	?	-2%	4%
O=Cc1nc(-c2ccccc2Cl)n2ccccc12	-4%	-1%	2%	7%	-2%	?	-13%	-27%
O=C(Cc1cccs1)NCc1cccc(CNC(=O)Cc2cccs2)c1	12%	-4%	-12%	-3%	-3%	-7%	nt	?
COc1ccc2cc(Br)ccc2c1CC(=O)NC(C)C	-26%	-4%	i	11%	-1%	2%	?	0%
Cc1ccccc1NC(=O)COC(=O)/C=C/c1cn(-c2ccccc2)nc1-c1cccnc1	11%	5%	-5%	1%	-1%	?	14%	-4%
CCN(CC)C(=O)Cc1cn(C)c2ccccc12	8%	-2%	-1%	-2%	-4%	9%	nt	9%
CCOc1ccc(C(=O)c2cccs2)cc1	12%	0%	-8%	-4%	-3%	1%	6%	-1%
COc1ccc(CCNC(=O)c2ccc(=O)[nH]n2)cc1OC	?	-11%	i	13%	0%	2%	1%	-13%
CC1CCCC(C)N1C(=O)COc1ccc(-c2nnco2)cc1 (stereo not given)	-12%	-11%	1%	-4%	-2%	9%	-1%	7%
OCCC1CN(Cc2ccn[nH]2)CCN1Cc1ccc(F)c(F)c1 (stereo not given)	nt	-1%	-10%	7%	0%	2%	5%[46 µM]	9%
Nc1ncnc(NNC(=O)CNC(=O)c2c(F)cccc2Cl)c1[N+](=O)[O-]	12%	-4%	i	3%	2%	9%	?	-22%
Cc1c(CN2CCc3c([nH]c4ccccc34)C2CC(C)C)cnn1C (stereo not given)	nt	-3%	0%	14%	-4%	8%	-6%[46 µM]	?
C=CCNC(=O)COC(=O)COc1ccc(Cl)cc1C	-11%	-7%	i	8%	-4%	6%	-2%	-9%
Cc1ccc(CSc2nc3c(cc2C#N)CCC3)cc1	5%	6%	1%	7%	-3%	7%	?	-1%
N#Cc1ccc(NC(=O)CCc2ccc(S(=O)(=O)N3CCOCC3)cc2)cc1	-43%[inhibitor]	-16%	-10%	-1%	1%	?	-7%	-1%
CNC(=S)N1CCc2cc(OC)c(OC)cc2C1	nt	-7%	-1%	8%	-2%	nt	nt	-14%
CCn1c(=O)c2cc(C(=O)N(C)c3ccc(OC)cc3OC)sc2c2ccccc21	nt	4%	6%	6%	1%	-4%	nt	-2%

An excerpt from above in order of length of the SMILES, highest first.
SMILES	SMN2 splice up	TRb-SRC2 inh	RECQ1 inh	RGS12 GoLoco inh	TR SRC2 fluor cs	ALDH1A1 inh	Lamin A splicing	KDM4E inh
COc1cc(C(=O)NC(CCSC)C(=O)OCc2cc([N+](=O)[O-])cc3c2OCOC3)cc(OC)c1OC (stereo not given)	17%	2%	-7%	8%	0%	?	-3%[46 µM]	5%
COc1ccc(N2CCN(C(c3cc4ccc(C)cc4[nH]c3=O)c3nnnn3C3CCCC3)CC2)cc1 (stereo not given)	-28%	-3%	-7%	0%	-1%	?	-2%	4%
Cc1ccccc1NC(=O)COC(=O)/C=C/c1cn(-c2ccccc2)nc1-c1cccnc1	11%	5%	-5%	1%	-1%	?	14%	-4%
CCn1c(=O)c2cc(C(=O)N(C)c3ccc(OC)cc3OC)sc2c2ccccc21	nt	4%	6%	6%	1%	-4%	nt	-2%
C=CCNC(=O)COC(=O)COc1ccc(Cl)cc1C	-11%	-7%	i	8%	-4%	6%	-2%	-9%
CCN(CC)C(=O)Cc1cn(C)c2ccccc12	8%	-2%	-1%	-2%	-4%	9%	nt	9%
CCOc1ccc(C(=O)c2cccs2)cc1	12%	0%	-8%	-4%	-3%	1%	6%	-1%

The list goes on:
SMILES	SMN2 splice up	TRb-SRC2 inh	RECQ1 inh	RGS12 GoLoco inh	TR SRC2 fluor cs	ALDH1A1 inh	Lamin A splicing	KDM4E inh
N/C(=N/OCc1cccc([N+](=O)[O-])c1)c1nonc1N	-1%	0%	-19%	5%	-2%	-6%	?	10%
O=C(O)c1cc([N+](=O)[O-])ccc1NCCc1ccccc1	nt	-4%	i	3%	-4%	nt	nt	1%
COc1ccc(CN(CC2CCCO2)C(=O)CN2C(=O)C(C)Oc3ccc(C)cc32)cc1OC (stereo not given)	7%	-6%	-5%	-4%	0%	-4%	-9%	7%
COc1cc(S(=O)(=O)N2CCN(C)CC2)c(OC)cc1Br	22%	-2%	-5%	7%	-2%	1%	-2%	-19%
CCOc1ccccc1NC(=O)C1CCN(S(=O)(=O)c2cccc3cccnc23)CC1	0%	2%	-5%	-2%	-7%	-7%	4%	1%
COc1ccc(S(=O)(=O)NC(N)=NCCc2ccccc2)cc1	-22%	-3%	-2%	-26%	0%	?	15%[9.22 µM]	-1%
CC(=O)NC(NC(C)=O)c1ccc(N(C)C)cc1	-13%	-5%	i	-16%	-1%	2.2µM*	-6%	-18%
Cc1noc(C)c1C(=O)Nc1sc2c(c1C(N)=O)CCC2	28%	5%	-4%	8%	0%	?	0%	-7%
Cc1cnc(NC(=O)Cc2c[nH]c3ccccc23)s1	nt	0%	i	nt	-4%	25µM*	8%	-3%
Cc1c(C(=O)OCCN2CCCCC2)oc2ccccc12	1%	2%	i	4%	0%	11%	-4%	-9%
O=C(CN1CCN(c2ccc(F)cc2)CC1)NCc1cccs1	-37%[inhibitor]	-5%	8%	-9%	0%	?	13%[46 µM]	?
O=C(NC(=S)Nc1ccc(S(=O)(=O)N2CCCC2)cc1)C1CCC1	nt	-4%	-1%	-7%	1%	?	5%	7%
Cc1nn(-c2ccccc2)c(Cl)c1C1C(C#N)=C(N)Oc2n[nH]c(C)c21 (stereo not given)	-40%[inhibitor]	-10%	-6%	9%	-2%	?	-6%	-6%
COC(=O)CNC(=O)C(Cc1c[nH]c2ccccc12)NC(=O)OC(C)(C)C (stereo not given)	4%	0%	-1%	-2%	-4%	6%	2%	2%
COc1cc(C2Nc3cccc4cccc(c34)N2)cc(OC)c1O	8%	-6%	-19%	-18%	0%	?	2%	7%
Cc1csc2c(N3CCN(C(=O)Nc4ccccc4)CC3)ncnc12	nt	10%	-7%	-1%	0%	nt	nt	1%
O=C(c1ccc2c(c1)OCCO2)N1CCCCC1	3%	-8%	?	-3%	0%	-12%	0%	7%
O=C(NCc1ccco1)c1cccc(C(F)(F)F)c1	-3%	5%	i	11%	0%	-6%	18%[46 µM]	-9%
CCc1cccc(CC)c1NC(=O)CN1C2CCCC1CC(NC(=O)Nc1cccc(OC)c1)C2 (stereo not given)	nt	0%	0%	11%	-3%	5%	?	-26%
Cc1ccc(C(=O)Oc2ccc(C(=O)COC(=O)c3cnccn3)cc2)cc1	2%	3%	-5%	8%	1%	3%	4%	10%
NC(=O)c1nn(-c2ccccc2)nc1NC(=O)CSc1nnnn1-c1ccc(Cl)cc1	-12%	1%	-1%	16%	0%	?	?	?
O=C1OC2(c3ccc(O)cc3Oc3cc(O)ccc32)c2ccccc21	nt	-19%&-20%	32µM*	0.79µM*	-13%&15%	2%	nt	nt
CC[N+]1(CC)CC2=Cc3c(ccc4ccccc34)CC2C1 (stereo not given)	-3%	-8%	13%	7%	2%	?	-4%	?
CC(C)(C)c1ccccc1OCCOCCSc1ncccn1	-16%	-12%	i	-20%	1%	-8%	?	-2%
CCOC(=O)c1ccc(NC(=S)N2CCCC2c2ccc(OC)c(OC)c2)cc1 (stereo not given)	-50%[inhibitor]	-2%	-1%	8%	-2%	-5%	-2%[46 µM]	-6%
O=C(/C=C/c1cccc([N+](=O)[O-])c1)NC1CC2CCC1C2 (stereo not given)	18%	11%	i	7%	7%	?	-7%	1%
COc1cc(CNCc2ccccn2)ccc1OCC(=O)NC(C)(C)C	-14%	-16%	-9%	7%	2%	2%	-8%	-14%
O=C(NCc1ccc2c3c(cccc13)C(=O)N2)c1cccs1	nt	2%	-2%	0%	-3%	nt	nt	3%

2 compounds from above, reduced to RECQ1 inh.
| SMILES | RECQ1 inh |
| --- | --- |
| NC(=O)c1nn(-c2ccccc2)nc1NC(=O)CSc1nnnn1-c1ccc(Cl)cc1 | -1% |
| O=C1OC2(c3ccc(O)cc3Oc3cc(O)ccc32)c2ccccc21 | 32µM* |
